From PubChem BioAssay
AMA1 RON2 block: inhibitors of Plasmodium falciparum AMA1-RON2 interaction; AlphaScreen AMA1-biotinylated RON2 peptide binding; Potency, µM (top dose mostly 58.2 µM), without a hit: top-dose activity change, negative = inhibition, most hits filed as inhibitors; actives 0.2% (n = 360,000); AID 720542;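 further: potency means the concentration at half of the fitted maximal effect; 0% = vehicle wells and -100% = peptide control; nearly all actives have a fitted effect of over 45% in size; some results filed as inactive show a strong effect at the top dose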
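AMA1 (3D7) with his tag at 25 nM final met compounds first, then biotinylated RON2 peptide at 25 nM; detection used donor plus acceptor beads, 10 µg/mL apiece, read by AlphaScreen after 30 min at room temperature.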
AmpC inh detg: AmpC beta-lactamase inhibition with detergent present; P00811; AmpC hydrolysis of nitrocefin, absorbance 480 nm, 0.01% Triton; Potency, µM (series often up to 114 µM), without a hit: at the highest dose activity change, negative = inhibition, most hits filed as inhibitors; actives 0.041% (n = 370,000);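 further: potency means the concentration at half of the fitted maximal effect; 0% = no-compound wells and -100% = no-enzyme wells; nearly all actives have a fitted effect of over 25% in size; some results filed as inactive show a strong effect at the top dose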
Target sequence (P00811 whole entry, looked up): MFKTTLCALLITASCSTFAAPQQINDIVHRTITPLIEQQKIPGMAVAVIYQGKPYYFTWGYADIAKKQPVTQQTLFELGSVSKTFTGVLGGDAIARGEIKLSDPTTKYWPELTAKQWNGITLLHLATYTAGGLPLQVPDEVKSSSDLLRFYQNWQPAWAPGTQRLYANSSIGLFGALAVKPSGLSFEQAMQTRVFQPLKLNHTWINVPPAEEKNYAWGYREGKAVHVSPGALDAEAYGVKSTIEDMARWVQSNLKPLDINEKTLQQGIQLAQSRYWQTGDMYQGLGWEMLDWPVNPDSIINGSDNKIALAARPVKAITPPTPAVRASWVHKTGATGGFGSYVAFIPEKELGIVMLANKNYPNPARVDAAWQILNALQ
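AmpC (5.3 nM in the dispensed reagent) in 20 mM phosphate pH 7.0 with 0.01% (detergent screen) or 0.0001% Triton X-100 was preincubated with compounds for 15 min at room temperature. Nitrocefin was then added from an 800 uM solution, and hydrolysis was followed at 480 nm.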
AmpC inh no detg: AmpC beta-lactamase inhibition without detergent | P00811 | AmpC nitrocefin hydrolysis, absorbance 480 nm, 0.0001% Triton | Potency, µM (doses to about 57.1 µM), for the others: at the top dose activity change, negative = inhibition, most hits filed as inhibitors | actives 0.52% (n = 330,000) | AID 485341;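 further: potency means the concentration at half of the fitted maximal effect; plate controls were no compound for no effect and no enzyme for full effect; nearly all actives have a fitted effect of over 20% in size; some results filed as inactive show a strong effect at the top dose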
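20 mM phosphate pH 7.0 + 0.01% (detergent screen) or 0.0001% Triton X-100; 5.3 nM AmpC reagent; cpd preinc 15 min RT; nitrocefin (800 uM stock) to start; A480 q20 s × 4 min; Activity was normalised to no-enzyme and no-compound control wells.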
Sm TGR inh: S. mansoni TGR enzyme inhibition; Q962Y6; purified TGR, DTNB reduction, TNB absorbance 405 nm; Potency, µM (top dose mostly 114 µM), for the others: at the top dose activity change, negative = inhibition, usual class: inhibitors; actives 3% (n = 360,000); AID 485364; further: potency means the concentration at half of the fitted maximal effect; nearly all actives have a fitted effect of over 60% in size
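Kinetic colorimetric format: TGR-catalysed, NADPH-driven DTNB reduction monitored via TNB absorbance. Enzyme dispensed at 20 nM; compound exposure 15 min at room temperature before reaction start.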
HCMV antiviral: inhibitors of human cytomegalovirus; AID 1259415; actives 4.5% (n = 410,000); activity change, negative = inhibition, % at 57.5 µM; HFF cells, HCMV-luciferase reporter, 72 h; stronger effect = lower value; in the data active means activity change below about -60%; inconclusive means no clear call, values can overlap the other calls; inactive means above about -39%
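Steps: HFFs plated, 16 h 37C; compounds added; HCMV-luciferase added to MOI 1 PFU/cell; 72 h 37C; OneGlo reagent, 5 min room temperature; luminescence read, normalized to controls.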
Giardia FBPA inh: inhibitors of Giardia lamblia fructose-1,6-bisphosphate aldolase; AID 2451; Potency, µM (doses to about 59.6 µM), for the others: at the highest dose activity, negative = inhibition, hits mostly inhibitors; actives 0.71% (n = 290,000); purified Giardia FBPA; further: potency means the concentration at half of the fitted maximal effect; nearly all actives have a fitted effect of over 55% in size
Target sequence (A8B2U2 whole entry, looked up): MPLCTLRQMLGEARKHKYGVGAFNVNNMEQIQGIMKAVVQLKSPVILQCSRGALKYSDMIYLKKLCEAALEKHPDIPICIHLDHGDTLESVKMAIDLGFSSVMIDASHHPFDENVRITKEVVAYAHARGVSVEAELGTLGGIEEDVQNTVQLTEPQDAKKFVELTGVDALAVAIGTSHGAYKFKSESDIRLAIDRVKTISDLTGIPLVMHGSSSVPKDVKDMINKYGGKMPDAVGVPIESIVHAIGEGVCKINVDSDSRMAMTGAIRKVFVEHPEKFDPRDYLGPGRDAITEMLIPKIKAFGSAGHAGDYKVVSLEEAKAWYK
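Giardia FBPA (40 nM reagent) was preincubated 10 min at RT with compound (up to 57.5 uM final), then substrate plus GAPDH/TPI/NAD/arsenate coupling system with diaphorase/resazurin was added; resorufin fluorescence (525/598 nm) was read after 20 min.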
* marks the source's active call; other numbers are inactive results; ? = inconclusive; nt = not tested or not shown; [ ] = another dose, or the depositor's remark. Unless noted, the call rests on the fitted dose curve; in most records, active means well fitted curve in the direction sought with a large enough effect; inconclusive means small, poorly fitted or top-dose-only effect, or another doubt; inactive means no such curve, though single readings can be large; an effect the other way counts as inactive or inconclusive. Unless noted, on the % scale 0 is the no-effect control and ±100 the full control effect.

Below each compound – AMA1 RON2 block	AmpC inh detg	AmpC inh no detg	Sm TGR inh	HCMV antiviral	Giardia FBPA inh
- COc1cccc(C(C(=O)NC2CCCC2)N(C(=O)c2ccco2)c2ccc(-n3cnnn3)c(C)c2)c1OC (centres undefined)
  -4.3%	-0.1%	60.0%[activator]	-3.9%	?	2.2%
- COc1ccc(C(=O)NNC(=O)c2ccccc2[N+](=O)[O-])cc1Br
  31.1%[activator]	-14.3%	-49.5%	-11.5%	-16.8	2.1%
- O=C(Nc1cc(Cl)ccc1-n1cncn1)c1ccc(F)c(S(=O)(=O)N2CCOCC2)c1
  15.3%	?	-1.6%	1.6%	-6.7	nt
- CCOc1ccc(Br)cc1C1NC(=O)c2c(sc3c2CCN(C)C3)N1 (centres undefined)
  nt	6.2%	nt	-19.6%	1.3	nt
- CC(=O)NCC(=O)N(Cc1ccco1)C1(C(=O)NC2CCCCC2)CCCCC1
  -16.5%	-14.8%	5.1%	?	-20.2	4.4%
- COc1ccc(C2C=C(c3ccccc3)Nc3nc(NC(=O)/C=C/c4ccccc4Cl)nn32)cc1 (centres undefined)
  nt	20.0%	nt	2.9%	-5.1	nt
- CCCS(=O)(=O)N1CCC(C(=O)NCCCN2CCC(Cc3ccccc3)CC2)CC1
  2.4%	?	10.5%	0.5%	?	3.2%
- COC(=O)CNC(=O)Nc1cc(C(=O)NCc2ccc(C)cc2)ccc1N1CCCC1
  nt	-2.0%	nt	-7.5%	10.2	nt
- COc1ccccc1C(=O)NCc1ccc2c(c1)CCN2C(=O)c1cccc(C)c1
  nt	8.4%	nt	1.5%	13.2	nt
- CC(=O)c1cccc(NC(=O)C2CCN(C(=O)c3ccc([N+](=O)[O-])cc3)CC2)c1
  9.4%	2.3%	27.7%	2.5%	9.8	2.0%
- COCCN(C(=O)CSc1nnc(-c2ccccc2OC)o1)c1c(N)n(CC(C)C)c(=O)[nH]c1=O
  26.2%	-0.8%	-0.4%	-0.1%	13.1	nt
- O=C(CCS(=O)(=O)c1ccccc1)Nc1nnc(C(F)(F)F)s1
  -4.8%	1.2%	-7.5%	4.6%	-29.5	-14.9%
- COc1ccc(C)cc1NC(=O)CSc1nnc(COc2ccc(C)cc2)n1Cc1ccco1
  -6.8%	-13.2%	54.8%	9.4%	8.4	0.7%
- Cc1cc(C)cc(OCc2nnc(SCC(=O)Nc3ccccc3)o2)c1
  4.2%	-10.3%	-15.3%	2.5%	-1.0	-0.9%
- CCN(Cc1ccccc1)C(=O)c1ccc(Cl)cc1[N+](=O)[O-]
  6.5%	2.3%	-1.4%	-11.2%	-13.3	0.3%
- Cc1ccccc1S(=O)(=O)Cc1ccc(C(=O)NCc2cccnc2)o1
  18.2%	-18.4%	-4.3%	-3.6%	6.2	0.9%
- O=c1cccc2n1CC1CC2CN(S(=O)(=O)c2cc(Cl)ccc2Cl)C1 (centres undefined)
  -2.5%	-8.5%	-6.2%	-26.7%	-28.6	nt
- CCc1sc(C(=O)N2CCN(c3ncccn3)CC2)cc1Br
  3.1%	-3.3%	-6.1%	4.2%	-21.4	nt
- CNC(=O)c1ccsc1NC(=O)c1ccccc1
  11.6%	3.5%	-18.3%	3.5%	-15.3	2.1%
- COC(=O)c1ccc(-n2c(/C=C/c3cc(OC)c(OC)c(OC)c3)nc3cc(Cl)ccc3c2=O)cc1
  nt	2.8%	nt	5.8%	-6.9	nt
- CC(C)c1ccc2oc(-c3ccc(N)cc3)nc2c1
  7.2%	-9.5%	16.5%	-9.5%	-30.3	-4.6%
- CCOCC(=O)Nc1ccc(Br)c(C)c1
  -3.0%	-4.3%	-25.7%	nt	?	-1.8%
- O=C(COC(=O)C12CC3CC(CC(Br)(C3)C1)C2)Nc1cccc(S(=O)(=O)N2CCOCC2)c1
  3.5%	nt	-21.2%	nt	-8.4	nt
- Cc1cc(C)c(N(C(=O)c2csnn2)C(C(=O)NC2CCCC2)c2ccncc2)c(C)c1 (centres undefined)
  12.3%	-0.4%	-5.9%	0.9%	?	nt
- CCCCCOC(=O)Cn1c(N2CCOCC2)nc2c1c(=O)[nH]c(=O)n2C
  0.0%	-6.5%	-0.4%	0.0%	1.7	-0.7%
- Cn1c(CNC(=O)Nc2ccccc2)nnc1SCc1ccccc1
  -14.1%	-6.9%	43.5%	2.0%	37.6	0.0%
- Cc1ccc(NC(=O)c2cc(C)nc3c2c(C)nn3-c2cccc(Cl)c2C)c(C)c1
  nt	2.4%	nt	12.7%	1.4	nt
- COc1cc2c(cc1NC(=O)CN(C)Cc1nc3ccccc3c(=O)[nH]1)oc1ccccc12
  19.2%	-3.4%	7.9%	-5.8%	-14.5	-0.7%
- O=C(Nc1cccnc1)c1cc(F)cc(F)c1
  4.7%	-6.7%	-15.3%	-2.8%	7.3	1.3%
- Cc1ccc2c(c1)CC1(CN2C)C(=O)NC(=O)N(C(C)C)C1=O (centres undefined)
  2.5%	-14.0%	-13.2%	?	34.5	?
- Cc1nn(Cc2ccc(Cl)c(Cl)c2)c(C)c1NC(=O)c1cc(-c2ccco2)on1
  -3.9%	-1.0%	0.2%	44.7µM*	?	-5.0%
- CC1(C)CCc2cc(CN3CCN(c4ccccn4)CC3)ccc2O1
  -16.3%	-5.6%	20.7%	-17.7%	6.2	1.8%
- Cn1c(C(=O)Nc2ccc(OC(F)(F)F)cc2)cc2c(=O)n3ccccc3nc21
  nt	8.4%	nt	-8.3%	-31.3	nt
- Cn1cc(CN2CCC(Oc3ccc(C(=O)N4CCCC4)cc3)CC2)cn1
  7.9%	-4.3%	73.3%	49.7%[activator]	46.2	3.3%
- Cc1ccc(Oc2nn[nH]n2)cc1
  -4.5%	-18.4%	-16.8%	8.9%	2.3	-6.8%
- CC(C)c1ccc(NC(=O)CN2C=NS(=O)(=O)c3ccccc32)cc1
  nt	14.4%	nt	-3.2%	7.2	nt
- CN1/C(=C\C=N\O)C(C)(C)c2ccccc21
  -9.0%	-2.7%	-20.4%	-7.6%	1.8	-20.5%
- CCOc1ccc2nc(NC(=O)CSc3nnc(-c4ccncc4)n3CC3CCCO3)sc2c1 (centres undefined)
  -5.1%	?	44.7%	0.0%	12.9	4.7%
- CCc1nc2ccccc2c(C(=O)OC2CCOC2=O)c1C (centres undefined)
  1.7%	-6.9%	-6.3%	-14.2%[11.4 µM]	12.1	4.1%
- COc1ccc2oc(=O)c(-c3csc(-c4ccc(Br)cc4)n3)cc2c1
  nt	12.5%	nt	0.0%	24.1	nt
- O=C(CSc1nnc(C2CC2)n1C1CC1)c1ccccc1F
  -6.6%	5.2%	-16.5%	-17.9%	-5.9	nt
- N#Cc1ccc(C(=O)Nc2cccc3cccnc23)c(F)c1
  -10.3%	-1.6%	-6.4%	2.7%	-33.3	0.5%
- CCc1c(C)nc2cc(-c3ccc(OC)cc3)[nH]n2c1=O
  13.9%	-14.2%	-14.8%	15.5%	45.6	5.2%
- CC(C)(CC(=O)NCc1ccc(Cl)cc1Cl)CC1=NS(=O)(=O)c2ccccc2N1
  nt	8.9%	nt	1.8%	-89.3*	nt
- Cc1ccc(-c2nnc(N3CCCCC3)c3ccccc23)cc1S(=O)(=O)NCC1CCCO1 (centres undefined)
  -8.5%	0.0%	135.6%[activator]	-16.0%	?	0.7%
- O=C1CC(NCc2cccs2)C(=O)N1c1ccc(Cl)cc1 (centres undefined)
  10.0%	?	-22.8%	-19.5%	-27.2	-9.9%
- CCOC(=O)c1ccc(N2C(=O)c3cccc4c(C(=O)O)ccc(c34)C2=O)cc1
  -1.3%	-11.1%	-18.8%	-8.5%	49.5	-23.9%
- Cc1ccc(C)c(NC(=O)C(C)CC2COCCO2)c1 (centres undefined)
  -3.7%	-3.3%	4.7%	0.8%	-4.9	-2.6%
- Cc1cc(C)cc(NC(=O)CCC(=O)Nc2cc(C)on2)c1
  -2.8%	?	2.9%	?	105.8	1.2%
- O=C(Nc1ncccn1)c1cc([N+](=O)[O-])cc([N+](=O)[O-])c1
  5.2%	-13.3%	-6.4%	1.6%	7.4	-6.9%
- CCOc1ccc(NC(=O)c2ccco2)c([N+](=O)[O-])c1
  0.8%	-8.1%	-4.9%	-21.7%	18.7	-2.6%
- CSc1ccc(C(=O)C2CCCN(C(=O)c3ccsc3)C2)cc1 (centres undefined)
  -0.8%	1.8%	20.6%	2.9%[57.1 µM]	-21.7	1.5%
- Cc1ccc(S(=O)(=O)NC(C(=O)N2CCOCCOCCOCC2)C(C)C)cc1 (centres undefined)
  0.3%	-6.7%	-7.9%	0.4%	24.5	5.3%
- Cc1cc2cc3c(cc2nc1SCC(=O)N1CCOCC1)OCO3
  4.2%	3.0%	-5.1%	5.0%	44.9	nt
- NS(=O)(=O)c1ccc(CCNC(=O)COc2ccc3c4c(c(=O)oc3c2)CCC4)cc1
  13.7%	5.1%	-13.1%	8.4%	-19.8	nt
- CCCNC(=O)c1nnsc1Sc1ccc(Cl)cc1
  3.6%	0.3%	-52.7%	-0.3%	24.4	4.1%
- CC(=O)Nc1ccn(Cc2c(F)cccc2Cl)n1
  4.2%	-12.2%	-23.4%	-11.1%	4.6	2.7%
- CCC(=O)Nc1ccc(Cl)c(NC(=O)c2c(OC)cccc2OC)c1
  2.5%	3.6%	1.8%	nt	29.0	0.8%
- COc1ccc(S(=O)(=O)Nc2ccc(-c3cn4c(C)csc4n3)cc2)cc1
  nt	7.3%	nt	-4.2%	-37.7	nt
- C/C(=N\NC(=O)c1ccccc1OCCOc1ccccc1)c1ccccc1F
  8.4%	?	21.7%	-2.4%	10.3	nt

New compounds follow.
Below each compound – AMA1 RON2 block	AmpC inh detg	AmpC inh no detg	Sm TGR inh	HCMV antiviral	Giardia FBPA inh
- COc1cc(OC)c(C(=O)NC2CCCc3ccccc32)cc1OC (centres undefined)
  -3.4%	?	103.9%[activator]	4.3%	5.0	-2.0%
- O=C(NC1CS(=O)(=O)CC1NCc1ccccc1)c1ccccc1 (centres undefined)
  -6.1%	-12.3%	-16.6%	-9.5%	-22.2	-0.8%
- Cc1cccc2cc(CN(Cc3cccs3)C(=S)NCc3ccco3)c(=O)[nH]c12
  -1.7%	-9.8%	-4.5%	5.0%	-16.3	-0.5%
- Cc1c(C(=O)OCC(=O)N(C)C2CCS(=O)(=O)C2)oc2ccc(Br)cc12 (centres undefined)
  -8.1%	7.1%	-3.4%	8.1%	-31.9	-5.3%
- CCc1ccc(/C=N/NC(=O)c2cc(-c3cccc([N+](=O)[O-])c3)n[nH]2)cc1
  12.4%	-1.7%	-36.2%	4.2%	-31.7	4.9%
- CCOC(=O)C1(Cc2ccccc2C)CCCN(C(=O)CCc2c(C)noc2C)C1 (centres undefined)
  -9.1%	0.3%	145.7%[activator]	-9.5%	11.3	nt

No enrichment for hits; any-hit rate near 7.8%.
